From PubChem
S1P3 antagonist: antagonists of human S1P3 receptor | AID 485 | inhibition, % at 4.98 µM | 170,000 compounds, 0.27% hits | CHO S1P3 NFAT-BLA reporter, FRET fluorescence, antagonist mode | Q99500;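 active = inhibition above the plate cutoff, the mean inhibition of test wells on that plate plus 3 SD, cut at about 28% in these data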;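 also: cells challenged with S1P at its EC80 of 0.8 µM; blue over green emission ratio from cleaved BLA substrate after 4 h stimulation; 0% = S1P-stimulated wells and 100% = unstimulated DMSO-only wells; some compounds past the cut are filed as inactive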
Target sequence (Q99500 whole entry, looked up): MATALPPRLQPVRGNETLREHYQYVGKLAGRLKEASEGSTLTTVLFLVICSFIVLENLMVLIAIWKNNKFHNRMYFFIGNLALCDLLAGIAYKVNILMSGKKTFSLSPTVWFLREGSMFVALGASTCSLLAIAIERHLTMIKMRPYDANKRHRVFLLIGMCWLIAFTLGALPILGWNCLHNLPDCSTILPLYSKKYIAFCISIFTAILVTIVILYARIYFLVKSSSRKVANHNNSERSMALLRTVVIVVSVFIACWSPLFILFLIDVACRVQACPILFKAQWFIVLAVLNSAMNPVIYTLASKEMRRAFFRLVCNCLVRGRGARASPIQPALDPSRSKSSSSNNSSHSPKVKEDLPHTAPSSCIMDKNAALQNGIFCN
PPARg SRC2 recr: PPARgamma-driven SRC-2 recruitment agonism. AID 1032. activation, % at 8 µM. 200,000 compounds, 0.34% hits. P37231. PPARgamma LBD-SRC-2 recruitment, biochemical; in the data active = activation above about 22%;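 also: 0% = vehicle and 100% = reference agonist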
Target sequence (P37231 whole entry, looked up, the tested form may be a part): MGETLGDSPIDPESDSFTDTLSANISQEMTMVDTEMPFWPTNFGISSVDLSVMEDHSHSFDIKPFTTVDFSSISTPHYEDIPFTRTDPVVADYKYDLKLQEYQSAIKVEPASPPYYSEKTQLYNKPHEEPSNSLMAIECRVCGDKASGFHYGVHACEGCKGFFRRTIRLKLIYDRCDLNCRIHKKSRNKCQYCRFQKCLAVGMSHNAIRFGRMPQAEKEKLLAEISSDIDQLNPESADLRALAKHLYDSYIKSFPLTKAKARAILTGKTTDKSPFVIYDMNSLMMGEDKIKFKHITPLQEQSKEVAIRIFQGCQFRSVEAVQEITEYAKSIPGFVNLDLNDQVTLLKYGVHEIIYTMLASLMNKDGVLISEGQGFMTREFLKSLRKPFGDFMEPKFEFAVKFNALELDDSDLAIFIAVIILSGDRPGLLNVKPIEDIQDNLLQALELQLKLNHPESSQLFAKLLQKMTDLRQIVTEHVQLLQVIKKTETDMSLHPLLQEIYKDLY
TLR4 MyD88 comp: blocks binding of human TLR4 to MyD88. AID 861. 200,000 compounds, 0.18% hits. O00206+Q99836. inhibition, % at 8.4 µM. HeLa CL3-4 TLR4/MyD88 BLA complementation, FRET ratio; in the data active = inhibition above about 25%;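 also: 0% = vehicle and 100% = reference inhibitor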
PPARg SRC1 recr: agonists of human PPARgamma SRC-1 coactivator recruitment. activation, % at 8 µM. 200,000 compounds, 0.41% hits. P37231. PPARgamma-SRC-1 coactivator recruitment biochemical assay; in the data active = activation above about 19%;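 also: 0% = DMSO and 100% = reference agonist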
STAT3 inh: inhibitors of IL-6 induced STAT3 signaling; 190,000 compounds, 0.89% hits; U3A cells, IL-6 STAT3-luciferase reporter, luminescence; host cell line lacks STAT1; AID 862; inhibition, % at 5.5 µM;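 active = inhibition above the mean inhibition across all screened compounds plus 3 SD, cut at about 44% in these data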;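 also: 0% = DMSO only wells and 100% = 100 µM nifuroxazide control wells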
PPARg SRC-3 ag: promotes SRC-3 coactivator recruitment by human PPARgamma; activation, % at 8 µM; biochemical PPARgamma/SRC-3 coactivator recruitment assay; 200,000 compounds, 0.26% hits; AID 731; in the data active = activation above about 23%;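 also: 0% = DMSO and 100% = reference agonist; some compounds past the cut are filed as inactive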
STAT1 inh: inhibitors of IFN-gamma induced STAT1 signaling. inhibition, % at 5.5 µM. NIH 3T3 STAT1-luciferase reporter, luminescence. 200,000 compounds, 0.35% hits;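 active = inhibition above a set limit, the mean inhibition across all tested compounds plus 3 SD, cut at about 34% in these data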;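 also: 0% = IFN-gamma with DMSO and 100% = IFN-gamma with 300 µM nifuroxazide; values of inactives mirror those of a sister screen read the other way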
STAT3 act: increases IL-6 driven STAT3 reporter signal; activation (% of control), % at 5.6 µM; U3A cells, IL-6 STAT3-luciferase reporter, luminescence; 100% = signal with IL-6 EC80 alone; 190,000 compounds, 0.91% hits;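 active = activation above the screen-wide mean of compound activation plus 3 SD, cut at about 130% in these data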;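 also: 0% = background luminescence of wells with medium and substrate only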
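Material: STAT3-luciferase reporter U3A cells. Controls: IL-6-treated wells, 100% activation. Read-out: % activation versus median of IL-6-stimulated wells. Probe or stimulus: IL-6 stimulus at 33 ng/mL final. Timing: compound 1 h, then IL-6 6 h at 37 °C. Signal: reporter luminescence signal.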
TR-FRET SRC-2 ct: counter-screen for PPARgamma SRC-2 recruitment agonists: TR-FRET artefact; hits give high values; TR-FRET ratio at 8 µM; 200,000 compounds, 0.4% hits; in the data active = TR-FRET ratio above about 2000; also: inactives centre near 1500
ROMK primary: modulates human ROMK potassium channel activity | B-score at 10 µM | Tet-inducible ROMK, thallium flux fluorescence; actives lie on both sides | 130,000 compounds, 2% hits | P48048 | AID 1918;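 active = signal ratio slope over the read window, or its plate-corrected B-score, at least 3 SD from the plate mean, either direction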;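 also: B-score of the F/F0 ratio slope over 7 to 12 s after thallium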
RAM inhibit: inhibitors of the yeast RAM network; inhibition, % at 50 µM; 190,000 compounds, 1.8% hits; S. cerevisiae dse1pr::URA3 reporter, 5-FOA growth OD615, 2 d; analog-sensitive cbk1-as2 kinase mutant strain;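 active = inhibition above a set limit, 3 SD over mean compound inhibition, cut at about 8.4% in these data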;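 also: 0% = DMSO-only wells with no growth and 100% = 10 µM 1-NA-PP1 full growth; inhibition rescues growth on 5-FOA so higher OD means more RAM inhibition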
* marks the source's active call; other numbers are inactive results; nt = not tested or not shown.

Every second line gives: S1P3 antagonist, PPARg SRC2 recr, TLR4 MyD88 comp, PPARg SRC1 recr, STAT3 inh, PPARg SRC-3 ag, STAT1 inh, STAT3 act, TR-FRET SRC-2 ct, ROMK primary, RAM inhibit
> O=c1[nH]n(-c2ccccc2)c(=O)c2ccccc12
 : -9, 2, 5, 20*, 4, 4, 2, 97, 1664, nt, -0.2
> COc1ccc2cc(C3(C)NC(=O)N(CC(=O)NCCC4=CCCCC4)C3=O)ccc2c1 (stereo not drawn)
 : nt, -3, 6, -2, -14, 3, 0, 110, 1541, -0.71, 0.1
> CCCc1nnc(SCC(=O)N(CC)CC)n1CC1CCCO1 (stereo not drawn)
 : -16, -9, -15, 1, 11, 0, -4, 97, 1385, -1, -0.9
> O=C(NC(=S)N1CCc2ccccc21)c1ccc(Br)o1
 : -16, 3, -7, 2, 6, 2, -5, 95, 1435, nt, -0.6
> O=[N+]([O-])c1ccc(N2CCCCC2)cc1N1CCOCC1
 : nt, 7, 6, 2, 13, 4, -1, 99, 1566, nt, 0.9
> O=C(CNC(=O)c1ccco1)OCC(=O)c1ccc(Cl)cc1Cl
 : -12, -2, 5, 1, -5, 1, -5, 106, 1486, 0.76, 1.7
> CN(c1ccc(OCC(=O)OCC(=O)c2c(N)n(C)c(=O)n(C)c2=O)cc1)S(=O)(=O)c1ccc2ccccc2c1
 : -22, -7, -9, 8, 1, 2, 7, 106, 1647, 0.12, 6.2
> Cc1ccc(C)c(Cn2nnc3c(=O)[nH]c(C(=O)Nc4ccc(F)cc4)nc32)c1
 : -6, 1, -6, 2, -11, -4, -2, 110, 1468, 0.5, 2.3
> COc1ccc(/C=C/c2nc3sc4c(c3c(=O)o2)CCC4)cc1
 : nt, 2, -7, -1, 8, -7, -2, 96, 1584, nt, nt
> COC(=O)c1cccc(Nc2ccc([N+](=O)[O-])cn2)c1
 : 5, 7, 0, 4, 16, 2, -6, 90, 1402, -0.037, 4.6
> CN(C)/C=N/C1=C(C#N)C(c2cccs2)c2ccc3ccccc3c2O1 (stereo not drawn)
 : -3, 9, 8, 3, -15, 2, -27, 126, 1717, 1.8, 3.1
> Cc1cccc(N2CCN(C(=O)CCCOc3ccccc3)CC2)c1C
 : -5, 0, 7, -2, -12, -4, -35, 115, 1397, nt, 2.0
> CC(=O)c1cc(C)ccc1OC(=O)c1ccco1
 : -48, -3, -17, 4, 0, 9, 1, 103, 1506, nt, -0.7
> CC(Sc1nnnn1-c1ccccc1)C(=O)Nc1ccc(Cl)cn1 (stereo not drawn)
 : -8, 3, -2, -2, 8, 0, 5, 96, 1454, 0.044, 0.2
> COc1ccc(C(C)=O)cc1COC(=O)c1cc(C)nc2ccccc12
 : 6, 14, 8, 0, 21, 3, 16, 88, 1894, 0.97, 2.2
> N=C(c1ccc([N+](=O)[O-])cc1)N1CCCCC1
 : -16, -2, -7, 3, -4, -5, -10, 103, 1296, 0.28, -1.0
> S=C(NCc1ccc2[nH]c3c(c2c1)CCCC3)Nc1ccccc1
 : -4, 11, -1, 6, 8, 4, -4, 93, 1388, 0.033, 1.6
> COc1cc(C(=O)N2CCC(NC(=O)C(Cc3ccccc3C)NC(C)=O)CC2)cc(OC)c1OC (stereo not drawn)
 : -1, 0, -4, 8, -6, 0, -10, 107, 1438, 0.26, 1.2
> CCC1CCCCN1CCCNC(=O)c1ccc(N2CCOCC2)c(NS(=O)(=O)c2ccc(OC)cc2)c1 (stereo not drawn)
 : -9, -8, -2, -3, -1, -5, -19, 108, 1565, -1.3, -0.1
> O=C(CCNc1cccc(F)c1)c1cccc([N+](=O)[O-])c1
 : -7, 2, 7, 2, 10, -4, -10, 95, 1557, 0.24, 2.4

Sorted by the number under TLR4 MyD88 comp (ascending): three from the list above
SMILES	S1P3 antagonist	PPARg SRC2 recr	TLR4 MyD88 comp	PPARg SRC1 recr	PPARg SRC-3 ag	STAT1 inh	STAT3 act	ROMK primary	RAM inhibit
Cc1ccc(C)c(Cn2nnc3c(=O)[nH]c(C(=O)Nc4ccc(F)cc4)nc32)c1	-6	1	-6	2	-4	-2	110	0.5	2.3
COc1cc(C(=O)N2CCC(NC(=O)C(Cc3ccccc3C)NC(C)=O)CC2)cc(OC)c1OC (stereo not drawn)	-1	0	-4	8	0	-10	107	0.26	1.2
O=C(CNC(=O)c1ccco1)OCC(=O)c1ccc(Cl)cc1Cl	-12	-2	5	1	1	-5	106	0.76	1.7

Other compounds follow:
Every second line gives: S1P3 antagonist, PPARg SRC2 recr, TLR4 MyD88 comp, PPARg SRC1 recr, STAT3 inh, PPARg SRC-3 ag, STAT1 inh, STAT3 act, TR-FRET SRC-2 ct, ROMK primary, RAM inhibit
> COc1ccc(CNC(=O)CSc2nnc(C)s2)cc1
 : 11, 10, -5, 1, 4, 3, 3, 102, 1661, 0.93, -1.1
> NC(=O)Cn1cnc(-c2ccccc2)c1
 : -32, 4, 4, 1, 4, -6, 6, 102, 1467, nt, 1.1
> CCOC(=O)CNC(=O)CSc1nc2cccnc2n1C1CCCCC1
 : -2, 3, 12, 4, -3, 2, -3, 110, 1557, -0.87, -0.2
> Cc1cc(C)cc(N(C(C)C(=O)NCCC2=CCCCC2)S(C)(=O)=O)c1 (stereo not drawn)
 : nt, 6, 4, -1, 2, -5, 5, 103, 1532, 0.0077, 0.3
> Cc1ccc(CCN2CC(C(=O)O)CC2=O)cc1 (stereo not drawn)
 : nt, 1, -6, -2, 2, -6, 7, 104, 1371, -0.13, -0.4
> Clc1ccc(Cn2ncc3c(N4CCOCC4)ncnc32)cc1
 : -7, 0, 13, 1, 7, 1, -2, 97, 1402, nt, 4.2
> CCN(CC)S(=O)(=O)c1ccc(C(=O)NCc2n[nH]c(=S)n2-c2ccccc2OC)cc1
 : nt, -3, 4, 9, 9, -5, 1, 96, 1524, 0.83, -0.3
> CCOc1ccccc1-n1nnnc1SCC(=O)NC(=O)Nc1ccc2c(c1)OCCO2
 : nt, 10, 4, -2, 10, 9, 8, 95, 1498, -0.52, 3.5
> COc1ccc(/C=C2\SC(=O)N(CCNC(=O)CCS(=O)(=O)c3ccc(C)cc3)C2=O)cc1
 : 11, -10, 1, -3, -18, -1, -34, 121, 1366, nt, 4.6
> Fc1ccccc1CSc1nc2ncccc2[nH]1
 : 8, 3, -8, 8, 8, 9, -26, 93, 1597, -1.8, 0.7
> CC1(NC(=S)NCCO)CCS(=O)(=O)C1 (stereo not drawn)
 : 1, 5, -4, 5, 2, 0, -11, 97, 1505, nt, 1.0
> COc1ccc(NC(=O)N/C=C/c2ccc(Cl)cc2)cc1
 : -12, 0, 10, -7, 15, -1, -21, 91, 1544, -0.094, -0.1
> COc1cc(/C=N\Nc2cc(=O)n(C)c(=O)n2C)ccc1O
 : 8, 1, -1, 1, 7, 2, -2, 101, 1682, 0.6, 0.3
> COc1ccc(C)cc1-n1nnnc1SC/C(O)=C(\C#N)c1nc2ccccc2[nH]1
 : nt, 1, 15, -2, -10, -16, 6, 112, 1572, -0.18, 9.1*
> COc1cccc(C(=O)C2CCCN(Cc3cn(CC(N)=O)c4ccccc34)C2)c1 (stereo not drawn)
 : -2, -1, 4, 2, -13, 6, 8, 111, 1813, 0, -0.6
> C=CCOc1c(Br)cc(CNn2cn[nH]c2=S)cc1OC
 : 1, 10, 4, -3, 3, 2, -5, 104, 1498, 0.35, 2.6
> COc1ccc(NC(=O)CSc2nnc(-c3ccccc3)n2Cc2ccco2)c(OC)c1
 : 29, 3, 1, -2, 3, -7, 0, 100, 1471, 0.14, 0.3
> C=CCC1NCCc2c(Br)cccc21 (stereo not drawn)
 : -10, 7, 13, -2, 2, 3, 4, 101, 1602, -1.6, 2.5
> CCCC(=O)NCCc1cc(OC)c(OC)cc1Br
 : 2, -5, 0, -3, 14, 0, 2, 91, 1627, nt, 1.5
> Cc1noc(C)c1S(=O)(=O)N1CCC(C(=O)N2CCN(C3CCCC3)CC2)CC1
 : nt, 2, 3, -7, 3, -10, 3, 102, 1401, 0.033, 0.9
> CCCCNc1nc(C)c(C(C)=O)cc1C#N
 : -8, 4, -6, 0, 0, -4, -10, 104, 1523, 0.0096, 3.5
> COC(=O)c1ccc(COC(=O)c2ccc(N(C)C)cc2)cc1
 : -12, 4, 8, -7, 2, -9, -21, 102, 1492, -1.2, 4.6
> CC(=O)c1ccc(OCC(=O)Nc2ccc3nc(C)sc3c2)cc1
 : 11, 0, -15, 0, 11, -5, -5, 95, 1470, 0.008, 5.5
> O=C(NC1(C(F)(F)F)NC(=O)N(Cc2cccnc2)C1=O)c1ccc(F)cc1 (stereo not drawn)
 : nt, -1, -2, 14, 9, 15, -4, 96, 1633, nt, 0.7
> CCOC(=O)N/N=C(C)/C=C/c1ccccc1
 : -7, 11, -8, -3, 6, 2, -1, 92, 1544, nt, -0.1
> Cc1ccc(SCCC(=O)Nc2ccc(Br)c(C)c2)cc1
 : -13, 9, -5, 5, 6, 3, 17, 93, 1673, nt, 1.5
> COC(=O)c1nn(-c2ccccc2)c(Sc2ccc(OC)cc2)c1/C=N/O
 : nt, -1, -9, -3, 14, 10, 3, 97, 1819, nt, 3.6
> Cc1ccc2c(C)cc(=S)[nH]c2c1
 : 17, 10, -21, 17, 5, 7, -6, 105, 1698, -1.1, -1.5
> CCCn1c(=NC(C)=O)c(C#N)cc2c(=O)n3cccc(C)c3nc21
 : -30, -3, -23, 2, 3, -6, -6, 101, 1474, nt, nt
> COc1ccc(N(CC(=O)N2CCC(C)CC2)S(=O)(=O)c2c(C)nn(C)c2C)cc1
 : 12, 5, 16, 7, 9, 12, 3, 97, 1649, nt, -0.2
> O=C(Nc1ccc(S(=O)(=O)N2CCCC2)cc1Cl)C1=COCCO1
 : -11, 4, -4, -4, -1, -8, 15, 107, 1540, nt, 1.9
> Cc1ccc(-c2cc(C(=O)N/N=C/c3c[nH]c4ccccc34)[nH]n2)cc1
 : 9, -1, -21, -8, -6, -2, -22, 104, 1650, 1.1, 0.8
> COc1ccc(-c2nn(-c3ccccc3)cc2/C=N/NS(=O)(=O)c2ccccc2)cc1
 : nt, 14, 4, 2, 23, 3, -2, 86, 1366, 0.62, 2.2
> Cc1cccc(C)c1OCc1nnc(SCC(=O)Nc2nccs2)n1-c1ccccc1
 : 17, -1, 0, 1, -8, -9, -3, 106, 1569, -0.0041, 2.7
